# ELG1 genotox – induces genotoxicity in HEK293T cells with luciferase-tagged ELG1; HEK293T ELG1-luciferase reporter, luminescence, 16 h; Potency, µM (doses to about 46 µM), without a hit: top-dose activity change, positive = activation, hits mostly activators; hit rate 1.3% among 330,000; also: % of control where 0% means no effect; nearly all actives have a fitted effect of over 60% in size
#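 ELG1-luciferase HEK293T cells, 2,000/well; compound pinned in; 16 hr, 37 °C, 5% CO2; ONE-Glo, 30 min RT; luminescence on CCD imager.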
# MBNL1 CUG block – MBNL1-poly(CUG) RNA binding inhibition; Q9NR56; TR-FRET MBNL1-His/biotin-(CUG)12 binding, 665/545 ratio; hit rate 0.036% among 280,000; Potency, µM (titrated, usually from 57.5 µM), for inactives: at the top dose activity change, negative = inhibition, hits mostly inhibitors; active = well fitted inhibition curve with a large enough effect in the signal ratio, with a control signal flat, not every such curve was filed as active; inconclusive = small, poorly fitted or top-dose-only effect, or effect the other way, or a change in a side signal; inactive = no such curve, though single readings can be large or run the other way; the % refers to the signal ratio; also: % is scaled to controls: 0 for no effect and ±100 for the full control effect
# Target sequence (Q9NR56 whole entry, looked up): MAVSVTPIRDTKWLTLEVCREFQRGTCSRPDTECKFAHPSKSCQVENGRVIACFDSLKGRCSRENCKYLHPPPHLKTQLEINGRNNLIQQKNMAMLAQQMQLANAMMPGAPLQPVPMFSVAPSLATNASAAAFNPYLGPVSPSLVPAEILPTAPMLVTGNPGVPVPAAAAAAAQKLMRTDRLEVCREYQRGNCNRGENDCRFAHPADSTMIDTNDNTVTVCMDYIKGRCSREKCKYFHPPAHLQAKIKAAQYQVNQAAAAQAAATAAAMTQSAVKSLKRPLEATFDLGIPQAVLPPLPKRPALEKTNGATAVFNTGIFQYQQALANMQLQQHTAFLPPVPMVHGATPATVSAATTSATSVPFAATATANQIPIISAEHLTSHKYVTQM
#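 Compound titration spanned 92 nM–58 uM against the MBNL1-His/biotin-(CUG)12 complex. After 60 min at room temperature with 5 nM streptavidin-XL665 and 0.055 ng/ul terbium anti-His, ratiometric 665/545 nm emission (Ex 340 nm) normalized to controls.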
# FLuc counter – firefly luciferase modulation, counter-screen for miR-21 project | P08659 | purified FLuc, Km substrates, luminescence inhibition | Potency, µM (doses to about 57.5 µM), inactives show top-dose activity change, negative = inhibition, hits mostly inhibitors | hit rate 6.9% among 360,000 | AID 588342;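 also: plate controls were vehicle for no effect and reference inhibitor for full effect; nearly all actives have a fitted effect of over 55% in size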
# Target sequence (P08659 whole entry, looked up): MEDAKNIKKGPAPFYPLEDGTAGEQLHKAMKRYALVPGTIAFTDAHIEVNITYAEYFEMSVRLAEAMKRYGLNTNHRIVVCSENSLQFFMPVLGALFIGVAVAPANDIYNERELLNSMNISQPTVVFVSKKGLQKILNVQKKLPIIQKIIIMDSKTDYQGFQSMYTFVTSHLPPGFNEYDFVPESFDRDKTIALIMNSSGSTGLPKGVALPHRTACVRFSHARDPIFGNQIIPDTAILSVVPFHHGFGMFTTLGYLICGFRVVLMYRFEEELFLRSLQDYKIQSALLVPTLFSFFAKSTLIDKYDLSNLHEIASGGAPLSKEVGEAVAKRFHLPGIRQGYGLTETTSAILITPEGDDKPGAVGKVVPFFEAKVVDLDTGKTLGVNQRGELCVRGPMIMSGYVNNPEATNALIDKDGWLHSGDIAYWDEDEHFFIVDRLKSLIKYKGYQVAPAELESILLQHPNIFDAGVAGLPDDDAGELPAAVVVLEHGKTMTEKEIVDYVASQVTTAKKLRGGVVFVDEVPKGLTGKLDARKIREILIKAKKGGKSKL
#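 Purified P. pyralis luciferase, 10 nM final, with Km-level 10 uM D-luciferin and 10 uM ATP in 50 mM Tris acetate pH 7.5, 10 mM Mg acetate, 0.01% Tween-20, 0.05% BSA; 6-point qHTS titration about 60 µM downward; luminescence read.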
# RORgamma inh – blocks mouse ROR gamma transcriptional activity; P51450; Drosophila S2 Gal4-RORgamma UAS-luciferase reporter, 20 h; hit rate 5.4% among 310,000; Potency, µM (doses to about 53.6 µM), for inactives: top-dose activity change, negative = inhibition, hits mostly inhibitors; also: % is scaled to controls: 0 for no effect and ±100 for the full control effect; nearly all actives have a fitted effect of over 60% in size
#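 Luminescence from a UAS-regulated Photinus luciferase reporter in stably transfected Drosophila Schneider cells is measured; decreased signal marks ROR gamma inhibition. Fusion expression is induced by 700 uM copper sulfate for 20 hr.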
# Rab9 promoter act – activators of Rab9 promoter | Huh7 Rab9 promoter-luciferase reporter, luminescence, 24 h | Potency, µM (series often up to 9.22 µM), without a hit: at the top dose activation, negative = inhibition, actives largely listed as activators | hit rate 2.8% among 320,000 | AID 485297; also: % of control where 0% means no effect; nearly all actives have a fitted effect of over 60% in size
#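 Cell-based reporter: Huh7 stable for Rab9 promoter-driven luciferase, plated in reduced-serum medium with 10% FBS at 1500 cells/well, compound-treated 24 h at 37 °C, luminescence read after 10 min reagent.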
# uPA surface inh – inhibitors of cell surface uPA generation | cell surface uPA generation assay, qHTS | Potency, µM (doses to about 38.3 µM), for the others: at the highest dose activity change, negative = inhibition, usual class: inhibitors | hit rate 0.31% among 330,000; active = well fitted inhibition curve with a large enough effect; inconclusive = small, poorly fitted or top-dose-only effect; inactive = no such curve, though single readings can be large or run the other way; tested in mouse RAW 264.7 cells; also: % is scaled to controls: 0 for no effect and ±100 for the full control effect; nearly all actives have a fitted effect of over 55% in size
# p53 reactivation – mutant p53 re-activation in reporter cells | hit rate 0.063% among 320,000 | H1299 p53-A138V BP100-luciferase reporter, luminescence, 24 h | Potency, µM (highest dose often 92.2 µM), inactives show at the top dose activity change, positive = activation, actives largely listed as activators; also: % of control where 0% means no effect; nearly all actives have a fitted effect of over 45% in size
#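 H1299 (p53-null), stable ts p53-A138V + BP100-Luc; 1000 cells/well, Opti-MEM/10% FBS; cpd 4 pt, 1:5; 24 h, 37 deg C, 5% CO2; detection reagent 10 min RT; luminescence.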
# NPC1 prom act – NPC1 promoter activation. hit rate 2.4% among 320,000. Potency, µM (top dose mostly 9.22 µM), without a hit: top-dose activation, actives largely listed as activators. AID 485313. Huh7 NPC1 promoter luciferase reporter, 24 h;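 also: % of control where 0% means no effect; nearly all actives have a fitted effect of over 60% in size; reporter is driven by a mutant NPC1 promoter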
#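 Stably transfected Huh7 (NPC1 promoter→luciferase), 1500 cells/well in Opti-MEM + 10% FBS, 2 h settle, then compound 24 h at 37 °C. Luminescence after 10 min with Amplite reagent.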
# VP16 counter – counter-screen for ROR gamma inhibitors: Gal4-VP16 reporter. Drosophila S2 Gal4-VP16 UAS-luciferase, luminescence, 20 h. Potency, µM (highest dose often 53.6 µM), for inactives: top-dose activity, negative = inhibition, hits mostly inhibitors. hit rate 3.5% among 310,000. AID 2546;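 also: Gal4-VP16 expression switched on by copper sulfate through the metallothionein promoter; % is scaled to controls: 0 for no effect and ±100 for the full control effect; nearly all actives have a fitted effect of over 50% in size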
# BRCA1 expr up – activators of BRCA1 expression; MCF7-BRCA1-FFLuc reporter, luminescence, 48 h; response scale: scaled: vehicle 0%, 10 µM genistein 100%; hit rate 1.1% among 380,000; Potency, µM (titrated, usually from 46.1 µM), for inactives: at the highest dose activation, hits mostly activators; AID 624202; also: nearly all actives have a fitted effect of over 80% in size; some results filed as inactive show a strong effect at the top dose
#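 MCF7-BRCA1-FFLuc cells, 2000/well in phenol-red-free MEM, attached 2 h then treated 48 h at 37 C. Luciferase luminescence read 15 min after reagent; normalized to genistein maximum activation (10microM) and DMSO, concentration-response fitted.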
# Numbers without * were called inactive; ? = inconclusive; / = not tested or not shown; [ ] = another dose, or the depositor's remark. Unless noted, calls follow the shape of the dose curve; as a rule, active = well fitted curve in the direction sought with a large enough effect; inconclusive = small, poorly fitted or top-dose-only effect, or another doubt; inactive = no such curve, though single readings can be large; an effect the other way counts as inactive or inconclusive. Potency is read from the fitted curve at half-maximal effect. Not a hit list (roughly 13% active in at least one column).
no.	compound	ELG1 genotox	MBNL1 CUG block	FLuc counter	RORgamma inh	Rab9 promoter act
1	CC(=O)c1c(-c2ccc(Cl)cc2Cl)noc1C	-3%	/	6%	-26%	-1%
2	O=C(NC(=S)NCc1ccc2c(c1)OCO2)c1ccccc1	0%	/	0%	20µM*	-5%
3	Cc1ccccc1Nc1c(-c2ccccn2)nc2c(C)cccn12	-15%	45%[activator]	?	4µM*	-25%
4	O=S(=O)(c1ccc(Cl)nc1)N1CCN(c2ncccn2)CC1	11%	?	-8%	-29%	0%
5	Cc1ccc(-c2n[nH]c(=S)n2/N=C/c2cc3c(cc2[N+](=O)[O-])OCO3)cc1	5%	8%	?	-28%	0%
6	O=C(Cn1cnc2cc([N+](=O)[O-])ccc2c1=O)Nc1ccc(N2CCOCC2)cc1	1%	?	-10%	-6%	-2%
7	Cc1ccc(Sc2nc(C)c([N+](=O)[O-])c(C)c2C#N)cc1	-5%	-2%	-2%	-26%	-7%
8	CCOc1cc(C(=O)OCC(=O)Nc2cccc(C)c2)ccc1OCC(=O)N1CCOCC1	-1%	-13%	0%	19%	-2%
9	Cc1ccc(NC(=O)c2cccc(OC(F)F)c2)c(OC(F)F)c1	-4%	-6%	-14%	?	-4%
10	Cc1cccn2c(=O)c(/C=C(\C#N)S(=O)(=O)c3ccccc3)c(N3CCC(C(N)=O)CC3)nc12	2%	?	-1%	1%	-3%
11	CN(C)S(=O)(=O)n1cc(/C=C(\NC(=O)c2ccccc2)C(=O)N2CCOCC2)c2ccccc21	-4%	13%	0%	12%	2%
12	CCCCOc1ccc(NC(=O)C(=O)NCCC2=CCCCC2)cc1	0%	-2%	0%	-28%	-6%
13	CCOC(=O)c1nn(-c2ccccc2C)c2nc(Nc3ccccc3)cc(=O)n12	-1%	-1%	-3%	31%	-1%
14	CN(C)c1ccc(C(=S)N2CCN(S(=O)(=O)c3ccccc3)CC2)cc1	-3%	-8%	-2%	-4%	-1%
15	Cc1csc(NC(=O)CSc2nnc(NC(=O)COc3ccc(Cl)cc3)s2)n1	1%	/	?	-10%	16%

no.	uPA surface inh	p53 reactivation	NPC1 prom act	VP16 counter	BRCA1 expr up
1	1%	0%	-4%	7%	0%
2	3%	-3%	-2%	18µM*	4%
3	2%	0%	1%	7.9µM*	-31%
4	2%	6%	9%	-4%	14%
5	/	1%	-3%	-13%	-30%
6	2%	0%	-4%	9%	-24%
7	-6%	13%	1%	3%	-16%
8	-6%	?	-1%	2%	13%
9	3%	0%	1%	0%	-7%
10	-6%	-2%	7%	3%	-16%
11	7%	7%	1%	18%	-4%
12	6%	-4%	7%	-1%	2%
13	2%	7%	0%	-25%	-9%
14	12%	?	3%	-5%	-30%
15	3%	12%	12%	-4%	-7%

# More entries.
no.	compound	ELG1 genotox	MBNL1 CUG block	FLuc counter	RORgamma inh	Rab9 promoter act
16	CCCN(C(=O)CSc1nnnn1-c1ccccc1OC)C1CCS(=O)(=O)C1 (stereo unspecified)	-1%	0%	4%	12%	6%
17	Cc1ccc(-c2cc(-c3ccc(C)cc3O)[nH]n2)cc1	?	-3%	2.4µM*	4µM*	0.89µM*
18	O=C(OCC(=O)N1CCC(Cc2ccccc2)CC1)c1cncc(Br)c1	0%	/	/	/	/
19	Cc1ccc(-c2csc(NC(=O)c3cccc(S(=O)(=O)N4CCN(C)CC4)c3)n2)cc1	-5%	135%[activator]	-19%	-6%	1%
20	O=C(NC1=NCCS1)c1nc(-c2ccccc2)n(-c2ccccc2)n1	-5%	7%	-1%	-35%	-11%
21	CC(=O)c1ccc(OCC(=O)NC2CCCN(Cc3ccccc3F)C2)cc1 (stereo unspecified)	1%	0%	-1%	-2%	-3%
22	O=C(NCC1CCCN(C(=O)c2cccc(C(F)(F)F)c2)C1)c1ccc(F)cc1 (stereo unspecified)	-2%	8%	-3%	16%	1%
23	O=C(O)CNc1ccc(S(=O)(=O)C(F)(F)F)cc1[N+](=O)[O-]	0%	/	-1%	-2%	-6%
24	O=C(CSc1nc2c(sc3ccccc32)c(=O)n1CCCN1CCCC1)NCc1ccccc1	-2%	12%	-3%	-13%	-4%
25	Cc1ccc(C)c(OCC(=O)NNC(=O)c2ccc(=O)[nH]c2)c1	6%	/	-16%	/	14%
26	CC1=C(C(=O)OC(C)C)C(c2cccnc2)C2=C(CCCC2=O)N1 (stereo unspecified)	5%	7%	0%	0%	-1%
27	O=C(CCSCCC(=O)Nc1ccccc1F)Nc1ccccc1F	2%	-1%	0%	-4%	-2%
28	COc1cc(C(=S)N2CCCCC2)ccc1OCC(=O)Nc1ccccc1Cl	-4%	1%	-18%	-21%	-10%
29	CCc1nonc1NC(=O)c1oc2cc(Br)ccc2c1C	9%	7%	-2%	-9%	26%
30	COc1ccc(CCNC(=O)c2ccc(OCc3c(C)noc3C)cc2)cc1OC	-1%	/	0%	/	-5%

no.	uPA surface inh	p53 reactivation	NPC1 prom act	VP16 counter	BRCA1 expr up
16	7%	10%	-1%	3%	6%
17	13%	/	0.71µM*	7.1µM*	74%
18	?	3%	/	/	-2%
19	0%	4%	-5%	-11%	-60%
20	12%	2%	-1%	11%	1%
21	-7%	/	-5%	-4%	-20%
22	0%	17%	-5%	1%	-2%
23	-2%	2%	-2%	1%	-10%
24	-11%	-3%	-6%	-12%	-70%
25	14%	-2%	-2%	/	-7%
26	0%	-2%	-18%	?	-4%
27	3%	8%	-2%	4%	-1%
28	1%	4%	-4%	-6%	1%
29	-3%	14%	23%	-8%	48%
30	14%	-21%	0%	/	6%

# NPC1 prom act, entries above that show a hit.
nr	Molecule	RORgamma inh	Rab9 promoter act	uPA surface inh	p53 reactivation	NPC1 prom act
17	Cc1ccc(-c2cc(-c3ccc(C)cc3O)[nH]n2)cc1	4µM*	0.89µM*	13%	/	0.71µM*

# (cont.)
no.	compound	ELG1 genotox	MBNL1 CUG block	FLuc counter	RORgamma inh	Rab9 promoter act
31	N#Cc1c(/N=C/C=C/c2ccccc2)sc2c1CCCC2	6%	1%	6.7µM*	4%	?
32	COc1ccc(Cn2c(-c3ccc(C)cc3)nc3c(c(=O)c4ccccc4n3C)c2=O)cc1	-3%	?	-1%	-2%	-3%
33	CCCN(C(=O)COc1ccc(Cl)cc1Cl)c1c(N)n(Cc2ccccc2)c(=O)[nH]c1=O	-1%	-5%	6%	37%	0%
34	COc1ccc(CCNC2=CC(=O)N(c3ccc(F)cc3)C2=O)cc1	-1%	5%	-1%	7%	-7%
35	CCOC(=O)c1c(NC(=O)CSc2nnc(-c3cccc(C)c3)n2CC)sc(C(C)=O)c1C	1%	9%	-1%	8%	-3%
36	COc1ccc(OC)c(-c2nc(C(=O)NCCCN3CCOCC3)cc3c2[nH]c2ccccc23)c1	-2%	-7%	0%	-17%	-14%
37	C=CCn1c(NC(=O)c2ccco2)nc2ccccc21	-16%	-1%	-2%	4µM*	-2%
38	COC(=O)C1=CC(C(=O)c2cccs2)=NN(c2ccc(OC)cc2)C1C(=O)OC (stereo unspecified)	0%	25%[11.5 µM]	-6%	27%	1%
39	CCOC(=O)CSc1nnc(CSc2nc(N)c3c(C)c(C)sc3n2)n1-c1ccccc1	0%	-26%	2%	35%	-3%
40	CC(=O)c1ccc(S(=O)(=O)N(C)CCCC(=O)N(C)Cc2ccccc2F)cc1	-9%	4%	3%	28%	0%
41	Cc1ccc(SCC(=O)Nc2ccc(N3CCN(C)CC3)c(F)c2)c(C)c1	3%	-6%	12µM*	-8%	4%
42	Cc1ccc(N2CC(C(=O)Nc3nnc(SCC(=O)N4CCOCC4)s3)CC2=O)cc1 (stereo unspecified)	1%	-2%	2%	14%	-1%

no.	uPA surface inh	p53 reactivation	NPC1 prom act	VP16 counter	BRCA1 expr up
31	-2%	5%	23%	-8%	-37%
32	-4%	-11%	-2%	-19%	-46%
33	-9%	0%	0%	-11%	6%
34	1%	0%	-15%	0%	-24%
35	-7%	-9%	-2%	7%	-54%
36	-23%	2%	-5%	4%	-62%
37	1%	-17%	-6%	3.5µM*	-49%
38	-4%	-11%	-3%	-8%	-3%
39	1%	-15%	0%	-4%	1%
40	-1%	0%	-1%	13%	-34%
41	?	?	12%	17%[10 µM]	30%
42	-2%	-6%	-3%	-7%	-20%

# Quoted from the listing:
# ELG1 genotox with Cc1ccc(-c2csc(NC(=O)c3cccc(S(=O)(=O)N4CCN(C)CC4)c3)n2)cc1 : -5%
# Rab9 promoter act with Cc1ccc(-c2n[nH]c(=S)n2/N=C/c2cc3c(cc2[N+](=O)[O-])OCO3)cc1 : 0%
# NPC1 prom act with CC(=O)c1c(-c2ccc(Cl)cc2Cl)noc1C : -4%
# p53 reactivation with O=C(O)CNc1ccc(S(=O)(=O)C(F)(F)F)cc1[N+](=O)[O-] : 2%
